Screening results from PubChem.
A3G deaminase – inhibitors of human APOBEC3G DNA deaminase; recombinant A3G, ssDNA deamination FAM/TAMRA fluorescence; Q9HC16; 330,000 compounds, 0.28% hits; inhibition, % at 20 µM;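 active means inhibition of at least 40% at 20 µM, with no more than 30% in the related APOBEC3A deaminase screen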;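 further: plate controls were DMSO wells with A3G for no effect and wells lacking A3G enzyme for full effect; some compounds called inactive have numbers as strong as hits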
SENP1 inh – blocks the human SENP1 SUMO protease catalytic domain; Q9P0U3; recombinant SENP1 catalytic domain, CyPet-SUMO1-YPet FRET cleavage; inhibition, % at 10 µM; 360,000 compounds, 0.21% hits; AID 624204;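 active means inhibition at least 30% at 10 µM, raw YFP signal under a set limit, fluorescence ratio 0.5 to 1.5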;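 further: 0% = enzyme with DMSO and 100% = no enzyme wells; some results filed as inactive read as strong as hits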
Target sequence (Q9P0U3 419-644 limits assumed): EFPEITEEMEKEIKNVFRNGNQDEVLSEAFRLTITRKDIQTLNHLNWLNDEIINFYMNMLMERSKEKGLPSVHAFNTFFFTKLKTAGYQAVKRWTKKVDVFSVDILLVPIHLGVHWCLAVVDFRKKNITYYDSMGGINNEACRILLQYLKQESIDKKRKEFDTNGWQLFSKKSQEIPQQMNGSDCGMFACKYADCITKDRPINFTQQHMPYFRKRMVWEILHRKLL
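system = hSENP1 catalytic domain, recombinant | reagent = SFCypet-SUMO1-SFYpet substrate at 25 nM | doses = one dose per compound, 10 µM, 0.5% DMSO | incubation = enzyme reaction for 50 min at room temperature, dark | measured by = FRET, CFP and YFP emission | controls = no-enzyme low, enzyme-DMSO high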
SENP6 inh – blocks the human protease SENP6 | Recombinant SENP6 catalytic domain, aminoluciferin luminescence | AID 2599 | 330,000 compounds, 1.8% hits | Q9GZR1 | inhibition, % at 10 µM;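 active means inhibition above about 50% at the single tested dose, limit read from the data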;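 further: plate controls were DMSO wells with enzyme for no effect and DMSO wells lacking enzyme for full effect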
SENP8 block-1 – inhibitors of human SENP8 protease. Q96LD8. purified SENP8, Z-RLRGG-aminoluciferin cleavage, luminescence. inhibition, % at 10 µM. 330,000 compounds, 1.2% hits. AID 2540; in the data active means inhibition above about 50%
Target sequence (Q96LD8 whole entry, looked up): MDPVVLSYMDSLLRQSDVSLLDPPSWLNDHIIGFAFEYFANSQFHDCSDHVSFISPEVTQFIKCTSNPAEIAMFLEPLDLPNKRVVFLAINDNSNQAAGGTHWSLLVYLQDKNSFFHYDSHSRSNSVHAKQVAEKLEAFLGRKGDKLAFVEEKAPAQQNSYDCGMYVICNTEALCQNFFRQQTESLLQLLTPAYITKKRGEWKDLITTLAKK
SENP7 inh – inhibitors of human SENP7 protease. inhibition, % at 5 µM. recombinant SENP7, Z-RLRGG-aminoluciferin luminescence, 40 min. 330,000 compounds, 1.5% hits;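 active means inhibition above about 50% at the single test dose, limit read from the data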;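 further: plate controls were DMSO with enzyme for no effect and no enzyme buffer wells for full effect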
Target sequence (Q9BQF6 706-1050 limits assumed): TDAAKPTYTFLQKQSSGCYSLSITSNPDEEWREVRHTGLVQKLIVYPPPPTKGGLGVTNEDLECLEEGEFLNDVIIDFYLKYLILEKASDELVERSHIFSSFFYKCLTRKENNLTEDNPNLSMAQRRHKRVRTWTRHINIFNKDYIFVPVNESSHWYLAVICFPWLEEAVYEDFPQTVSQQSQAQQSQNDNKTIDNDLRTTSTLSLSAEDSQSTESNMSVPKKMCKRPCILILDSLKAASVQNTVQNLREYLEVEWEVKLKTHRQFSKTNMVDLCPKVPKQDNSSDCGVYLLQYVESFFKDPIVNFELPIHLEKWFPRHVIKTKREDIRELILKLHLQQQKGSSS
UBC13 polyUb – blocks human UBC13 polyubiquitin chain formation | AID 485273 | TR-FRET | 330,000 compounds, 0.47% hits | P61088 | inhibition, % at 20 µM; in the data active means inhibition above about 45%, passing the limit was not always enough
Target sequence (P61088 whole entry, looked up): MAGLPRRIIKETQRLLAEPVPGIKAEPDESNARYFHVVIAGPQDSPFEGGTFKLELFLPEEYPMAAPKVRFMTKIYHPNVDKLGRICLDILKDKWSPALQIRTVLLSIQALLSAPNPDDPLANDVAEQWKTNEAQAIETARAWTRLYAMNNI
Apaf-1 inh – inhibitors of human Apaf-1 apoptosome | reconstituted apoptosome caspase-3 activity, DEVD-Rh110 fluorescence | inhibition, % at 20 µM | 330,000 compounds, 0.71% hits; active means inhibition of at least 40% at 20 µM;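 further: plate controls were DMSO wells for no effect and DEVD-CHO caspase inhibitor wells for full effect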
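detection = Rh110 fluorescence intensity | test system = biochemical Apaf-1 apoptosome reconstitution | also added = cytochrome c and DEVD-Rh110 substrate | schedule = 30 min plus 50 min, RT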
SENP8 block-2 – blocks human SENP8 cleavage of Nedd8 substrate; recombinant SENP8, Nedd8 substrate fluorescence; 360,000 compounds, 0.64% hits; inhibition, % at 20 µM; AID 602440; Q96LD8; in the data active means inhibition mostly above about 40%, no sharp cut-off; inactive means mostly below about 27%
* marks the source's active call; other numbers are inactive results; i = inactive; · = no result given.

SMILES	A3G deaminase	SENP1 inh	SENP6 inh	SENP8 block-1	SENP7 inh	UBC13 polyUb	Apaf-1 inh	SENP8 block-2
Cc1[nH]n(-c2ccccc2)c(=O)c1-c1ccccc1	0	-3	5	2	5	-1	3	12
N#CCCC12CCCCC1=Nc1ccccc12 (stereo not drawn)	1	-34	0	-4	-2	1	10	-13
O=C(c1cccnc1)N1CCc2ccccc2C1	-1	0	0	4	14	-1	-1	3
O=C(O)c1ccc(/C=N/Nc2nc3ccccc3[nH]2)cc1	-8	-5	-3	49	58*	-5	-3	-193
CCN(CC)CCCNC(=O)C1CCCN(c2nnc(N3CCCC3=O)s2)C1 (stereo not drawn)	-6	1	6	5	10	2	-4	27
CC(=O)c1ccc(N2CCN(C(=O)c3cc(-c4ccncc4)nc4ccc(Cl)cc34)CC2)cc1	-8	2	-9	-1	15	-12	24	-8
Brc1ccc2nc(CSc3ncn[nH]3)cn2c1	-5	-1	-5	-3	-6	-9	9	25
CCC(c1nnc(SCC(=O)Nc2ccc(NC(C)=O)cc2)n1Cc1ccccc1)N(C)C (stereo not drawn)	-8	2	-21	-3	15	-8	-2	7
CC1CN(C(=S)NC(=O)c2ccco2)CC(C)O1 (stereo not drawn)	-1	-1	-10	-4	6	-4	-14	12
COc1ccccc1N/N=C/c1ccc2c(c1)OCO2	-12	-4	-10	8	12	4	-10	-31
CN(C)CCn1c2c(c(SCC(=O)NCc3ccccc3)nc1=O)CCC2	-2	2	-7	-3	-10	-3	9	9
O=C1CCN(Cc2ccc([N+](=O)[O-])cc2)CCN1[C@H](CO)c1ccccc1	-12	2	-4	-4	-12	2	-6	2
Cc1cc(SCC(=O)c2cccs2)n2nc(C)c(-c3ccccc3)c2n1	-2	0	-8	-3	7	-7	13	-18
O=C(NCc1nnc(SCC(=O)N2CCOCC2)o1)c1ccccc1F	-1	3	0	-18	0	-7	-8	10
Cc1ccc(NC(=O)CCSc2nnc(Cc3ccccc3)o2)cc1	0	0	-1	-5	1	-6	-9	9
COc1ccc(CC(=O)Nc2ccc(OC(C)=O)cc2C(=O)O)cc1	-2	2	-28	-4	-3	6	4	-94
Cc1ccc(C(=O)NCC(=O)OCC(=O)c2cc(C)n(Cc3ccco3)c2C)cc1	-4	-4	-4	11	-1	0	8	8
CC1CCN(C(=O)Cn2cc(C(=O)C3CC3)c3ccccc32)CC1	-6	2	-4	-3	-5	1	-3	19
COc1ccc(C)cc1NS(=O)(=O)c1cn(C)c(=O)n(C)c1=O	-1	2	-2	7	2	5	-4	7
CC(=O)c1c(C)[nH]c(C(=O)OCC(=O)N(CC(C)C)C2CCS(=O)(=O)C2)c1C (stereo not drawn)	-10	1	-1	1	1	-3	-2	14
COc1ccc(N2C(=O)c3ccccc3NC2c2cccnc2)cc1 (stereo not drawn)	9	0	-5	-5	1	3	4	-277
Cc1ccc(S(=O)(=O)c2nc(C)oc2N2CCOCC2)cc1	-6	1	-13	-2	-9	-4	2	18
O=C(c1cc(-c2ccco2)nc2ccccc12)N1CCN(c2ccc(F)cc2)CC1	-6	4	-18	-12	-3	0	14	-303
NS(=O)(=O)c1ccc(CCNC(=O)CN2CCN(Cc3cccc4ccccc34)CC2)cc1	-12	-1	-11	5	10	7	1	17
CCc1csc(CCNC(=O)C2CCC(=O)N(CCOC)C2)n1 (stereo not drawn)	-4	1	0	-2	-1	4	-5	4
(cont.)
SMILES	A3G deaminase	SENP1 inh	SENP6 inh	SENP8 block-1	SENP7 inh	UBC13 polyUb	Apaf-1 inh	SENP8 block-2
CCOC(=O)C1CCCN(CC(=O)Nc2c(C(=O)OC)[nH]c3ccc(C)cc23)C1 (stereo not drawn)	-3	1	-14	-11	-8	-4	13	-277
O=C(Nc1cccc(-c2nnc(-c3ccccc3)o2)c1)c1ccco1	-1	0	-17	1	-1	8	18	13
CC1(C)CC(=O)C=C(c2ccc(I)cc2)C1	-3	3	-2	-7	-15	-10	5	22
O=C(Nc1ccc(-c2nc3ncccc3o2)cc1)c1ccc(Br)o1	5	-12	9	-3	15	-7	3	i
Cc1ccc(-n2nc3c(=O)n(CCCC(=O)NC4CCC(C)CC4)nc(C)c3c2C)cc1 (stereo not drawn)	-3	0	-28	-6	6	0	9	1
Cc1ccc(NC(=O)C2CCN(C(=O)[C@@H]3Cc4ccccc4CN3)CC2)cc1	-7	-1	-8	-8	4	1	-7	13
COc1cc(/C=C/C(=O)OCC(=O)NCc2ccco2)ccc1OC(F)F	-4	3	7	0	-6	-2	3	-38
O=C(N/N=C/c1coc2ccccc2c1=O)c1ccccc1	-14	0	12	7	1	3	-4	-86
CCCC(=O)N1CCN(c2nc3ccc(Br)cc3s2)CC1	-4	2	-3	-15	-9	7	-3	18
O=C(CSc1nnc(CNC(=O)c2c(F)cccc2Cl)o1)NC1CCCCC1	-5	0	-8	0	1	4	-12	17
CS(=O)CCC(NS(=O)(=O)c1ccccc1)C(=O)O (stereo not drawn)	3	0	4	-5	-8	-4	-12	17
O=C(COc1ccccc1[N+](=O)[O-])Nc1cccnc1	-5	0	0	2	5	-8	6	20
CCOC(=O)CNC(=O)CNC(=O)c1ccc(OCC(C)C)cc1	-7	1	-23	3	-2	3	-14	3
CCCCNC(=O)c1ccccc1NC(=O)CCC	4	5	-5	4	1	-7	4	-13
CCCCN(CCCC)Cc1ccc(C(=O)NNC(=O)Nc2ccccc2)o1	-6	2	-10	2	-4	20	-22	13
COc1ccccc1N1CCN(C(=O)CN(C)S(=O)(=O)c2ccc3c(c2)c(=O)n(C)c(=O)n3C)CC1	-8	-28	-5	-1	1	5	2	6
Cc1ccc(-c2c(C#N)c(N)n(-c3ccc(C)cc3)c(=O)c2C#N)cc1	-8	1	-14	-7	-5	13	-10	-77
Cc1ccc(NC(=O)C2CCN(S(=O)(=O)c3c(C)[nH]c(=O)[nH]c3=O)CC2)cc1	-8	1	-7	-1	9	-2	-14	7
Cc1cc2c(c(=O)n1CCc1ccccc1)C(c1ccco1)C(C#N)=C(N)O2 (stereo not drawn)	-5	-85	-42	-9	-4	0	11	-296
COc1ccc2cc(C(=O)C3CCCN(C(=O)c4ccnn4C)C3)ccc2c1 (stereo not drawn)	-7	3	-6	-1	5	34	2	-389
COC(=O)[C@]1(Cc2ccccc2)N[C@H](CN(C)C(=O)Nc2ccc(Cl)cc2)[C@@H]2C(=O)N(C)C(=O)[C@@H]21	-7	0	-19	-13	1	-4	5	7
COc1ccc(-c2nnc(SCC(=O)NCCC(C)C)nc2-c2ccc(OC)c(OC)c2)cc1OC	-9	2	8	-1	-2	1	14	10
O=C(Nc1nnc(-c2ccccc2)o1)c1nc2ccccc2s1	-7	2	-12	-4	1	-23	3	18
Cc1ccc(C(=O)NNC(=O)CCn2nnc3ccccc32)cc1	-3	-1	13	-4	2	8	-11	14
COc1ccccc1-c1cc(C(=O)N/N=C/c2cccs2)c2ccccc2n1	1	0	-17	2	5	-6	11	-25

Full records, quoted from the list. Order of values: A3G deaminase | SENP1 inh | SENP6 inh | SENP8 block-1 | SENP7 inh | UBC13 polyUb | Apaf-1 inh | SENP8 block-2
Results for `COc1ccc2cc(C(=O)C3CCCN(C(=O)c4ccnn4C)C3)ccc2c1` (stereo not drawn) → -7 | 3 | -6 | -1 | 5 | 34 | 2 | -389
Results for `Cc1[nH]n(-c2ccccc2)c(=O)c1-c1ccccc1` → 0 | -3 | 5 | 2 | 5 | -1 | 3 | 12

Going on with the list:
SMILES	A3G deaminase	SENP1 inh	SENP6 inh	SENP8 block-1	SENP7 inh	UBC13 polyUb	Apaf-1 inh	SENP8 block-2
CCCCCC(O)(CCCCC)C(=O)NNc1ccccc1	-5	4	4	5	0	3	-1	13
CCC(C)NC(=O)Cn1cnc2sc(C)c(S(=O)(=O)N3CCN(c4ncccn4)CC3)c2c1=O (stereo not drawn)	1	-1	-18	-1	5	3	2	-19
NC(=O)c1ccc(NC(=O)COC(=O)c2ccc3ccccc3n2)cc1	-7	13	2	-3	10	6	-6	-10
O=C(Cc1cccc([N+](=O)[O-])c1)Nc1cccc(C(=O)N2CCCCC2)c1	-5	2	-7	1	1	11	12	3
COC(=O)c1ccc(NC2(C#N)C(=O)Nc3ccccc32)cc1 (stereo not drawn)	-3	0	-6	-7	-9	-6	7	-10
CSc1cccc(NC(=O)Nc2ccccc2)c1	-5	1	47	24	30	13	4	25
NC(=O)N/N=C/c1ccccc1OC(=O)c1ccccc1Br	-4	0	5	-7	3	2	3	14
C/C(=N\Nc1ccc([N+](=O)[O-])cc1)c1ccc(O)cc1	4	-24	-6	-9	-6	-118	12	6
CCS(=O)(=O)N1CCC(C(=O)Oc2ccc(C)c(C)c2)CC1	-1	0	13	-10	-2	3	3	-4
Cc1ccc(Nc2nnc(SCC(=O)NC(Cc3c[nH]c4ccccc34)C(=O)O)s2)cc1 (stereo not drawn)	-15	-6	2	-1	-1	-18	10	-3
CC1=C(C(=O)OCc2ccccc2)C(c2ccco2)C2=C(CC(C)(C)CC2=O)N1 (stereo not drawn)	-4	1	15	3	5	9	7	-489
c1coc(C2Nc3ccccc3C3OCCC23)c1 (stereo not drawn)	-7	0	-6	-10	-7	-1	5	-235
CCN1CCN(C(=S)c2ccc(OC)cc2)CC1	11	2	7	6	0	-1	-3	18
COc1ccc(OC)c(NC(=O)c2c(NC(=O)c3ccco3)sc3c2CCC3)c1	-1	·	-21	3	-5	8	-13	·
O=C1NCC(COc2cccc3ccccc23)O1 (stereo not drawn)	-6	-3	-4	-9	-7	-1	6	1
COc1ccccc1N(CC(=O)NC1CCCCC1)C(=O)CCC(=O)Nc1ccccn1	-3	-2	-2	-1	3	-4	-4	5
COc1ccc(OCCSc2ncnc3nc[nH]c23)cc1	-9	3	-4	-4	3	6	3	17
CCOc1ccc(NC(=S)NC(C)C(c2ccccc2)N2CCN(C)CC2)cc1 (stereo not drawn)	-3	1	-9	21	-6	9	-5	14
Cc1c(NC(=O)c2cc(-c3ccc(F)cc3)nc3ccccc23)c(=O)n(-c2ccccc2)n1C	-6	0	-9	0	4	-6	1	7
Cc1cccc2c(Cl)cc(=O)[nH]c12	-4	·	-12	-7	-10	-4	3	·
Cn1c(CN2CCCC2)nc2cc(NS(=O)(=O)c3ccccc3)ccc21	-3	-3	-11	4	0	9	-13	-9
COc1ccc(CCNC(=O)CN2C(=O)COc3ccc(S(=O)(=O)N4CCOCC4)cc32)c(OC)c1	-4	0	-5	6	3	1	-4	5
COc1ccc(CN(C)C(=O)C(Cc2ccccc2)NC(=O)c2ccccc2)c(OC)c1 (stereo not drawn)	-14	3	-18	-8	-10	-4	27	11
CN(NS(=O)(=O)c1ccc(Cl)cc1)c1cnn(C)c(=O)c1Cl	-6	-1	-11	-5	4	2	-12	12
CCc1ccc(NC(=O)C(C)OC(=O)CC(NC(C)=O)c2ccccc2)cc1 (stereo not drawn)	-4	1	-10	-8	-1	-6	6	6
Cc1ccc(S(=O)(=O)N2[C@@H](c3ccccc3F)C(C(=O)O)=CC[C@H]2c2ccc(Cl)c(Cl)c2)cc1	-9	0	3	-1	3	-22	19	4

Rewritten with bars between the fields: 6 of the compounds above
structure | A3G deaminase | SENP1 inh | SENP6 inh | SENP8 block-1 | SENP7 inh | UBC13 polyUb | Apaf-1 inh | SENP8 block-2
CSc1cccc(NC(=O)Nc2ccccc2)c1 | -5 | 1 | 47 | 24 | 30 | 13 | 4 | 25
NC(=O)N/N=C/c1ccccc1OC(=O)c1ccccc1Br | -4 | 0 | 5 | -7 | 3 | 2 | 3 | 14
C/C(=N\Nc1ccc([N+](=O)[O-])cc1)c1ccc(O)cc1 | 4 | -24 | -6 | -9 | -6 | -118 | 12 | 6
CCS(=O)(=O)N1CCC(C(=O)Oc2ccc(C)c(C)c2)CC1 | -1 | 0 | 13 | -10 | -2 | 3 | 3 | -4
Cc1ccc(Nc2nnc(SCC(=O)NC(Cc3c[nH]c4ccccc34)C(=O)O)s2)cc1 (stereo not drawn) | -15 | -6 | 2 | -1 | -1 | -18 | 10 | -3
CC1=C(C(=O)OCc2ccccc2)C(c2ccco2)C2=C(CC(C)(C)CC2=O)N1 (stereo not drawn) | -4 | 1 | 15 | 3 | 5 | 9 | 7 | -489
